Screening data: PubChem, Broad Institute
F508del corr = CFTR F508del correction in bronchial cells; activity (quench increase), % at 7.58 µM; AID 720511; CFBE cells, YFP halide quenching; stimulated with forskolin plus potentiator P3; % fluorescence drop versus neutral controls; 0.36% of 350,000 active;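 active = mean added fluorescence quench of at least 8% versus neutral control, with both replicates also reaching 8%; inconclusive = only one of the mean or replicate conditions met; inactive = mean below 8% and not both replicates reaching 8%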;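 also: cells transiently co-express mutant CFTR-F508del with the halide-sensitive YFP; corrector assay measuring rescue of mutant channel to the surface after 24 h compound exposure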
EWS-Fli block = EWS/Fli transcriptional activity inhibition. A673 NR0B1-luciferase reporter, viability-normalised. inhibition, % at 12.6 µM. 0.67% of 350,000 active;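 active = mean inhibition of at least 50% after viability correction, with every replicate also passing that limit; inconclusive = mean reaches 50% but only one of two replicates passes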;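 also: firefly luciferase signal divided by Alamar Blue viability fluorescence both relative to DMSO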
INS-1E GSIS act = primary screen for activators of insulin secretion dependent on glucose, INS-1E cells, GLuc reporter luminescence. 0.61% of 370,000 active. INS-1E GLuc reporter insulin secretion, 2-3 h. activation, % at 16.6 µM;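 active = lowest replicate activation of at least 40%, so every replicate reaches that level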;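 also: 0% = median of neutral control wells and 100% = median of IBMX positive control wells; some compounds called inactive have numbers as strong as hits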
ERp5 block = inhibitors of human ERp5; ERp5 insulin aggregation, absorbance 650 nm, 90 min; AID 651711; 0.05% of 350,000 active; inhibition, % at 9.99 µM; Q15084;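 active = mean replicate inhibition above about 25%, with every replicate also reaching it, limit read from the data, passing the limit was not always enough; inconclusive = only one of those two criteria met; inactive = neither criterion met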
Target sequence (Q15084 whole entry, looked up): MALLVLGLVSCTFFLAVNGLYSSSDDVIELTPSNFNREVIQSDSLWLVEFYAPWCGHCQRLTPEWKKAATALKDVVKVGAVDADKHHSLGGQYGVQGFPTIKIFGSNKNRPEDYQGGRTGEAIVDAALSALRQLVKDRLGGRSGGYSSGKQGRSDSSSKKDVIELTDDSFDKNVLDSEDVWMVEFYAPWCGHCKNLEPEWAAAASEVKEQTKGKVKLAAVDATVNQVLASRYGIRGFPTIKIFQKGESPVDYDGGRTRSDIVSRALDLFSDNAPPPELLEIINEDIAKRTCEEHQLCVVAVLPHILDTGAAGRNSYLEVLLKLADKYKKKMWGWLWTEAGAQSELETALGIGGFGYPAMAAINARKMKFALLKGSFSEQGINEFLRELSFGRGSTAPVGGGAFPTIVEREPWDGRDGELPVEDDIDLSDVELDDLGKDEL
Xi reactivation = activators of X-chromosome reactivation in mouse fibroblasts; XiGFP mouse fibroblasts, % GFP-positive cells imaging, 3 d; cells co-treated with 5-aza-dC sensitizer; scaled so ellipticine positive control = 100%; activation, % at 7.58 µM; 0.055% of 360,000 active; AID 743238;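 active = mean normalized replicate activation at least 10% and every replicate at or above 10%; inconclusive = only one of the two criteria met; inactive = mean below 10% and not all replicates reach 10%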;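 also: 0% = median of on-plate neutral control wells and 100% = ellipticine 6 µM median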
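material = 68-5-11 XiGFP fibroblast line | medium = DMEM plus 5-aza-dC sensitizer | schedule = 3 days compound exposure | benchmarks = positive control ellipticine, 6 µM final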
DENV2 CPE rescue = DENV2-induced cell death inhibition; DENV2-infected cells, cytopathic effect rescue, plate reader; CPE inhibition, % at 9.99 µM; 1.7% of 350,000 active; AID 651640; in the data active = CPE inhibition above about 20%, passing the limit was not always enough; inconclusive = no clear call, values can overlap the other calls; tested in BHK-21 cells;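 also: 0% = median of neutral control wells and 100% = median of positive control wells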
PAX8 inh HTS = lowers PAX8-driven luciferase in RMG-I cells; RMG-I TPO-luciferase reporter, SteadyGlo, 24 h; inhibition, % at 12.6 µM; 1.2% of 360,000 active; AID 652154;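 active = mean replicate inhibition at least 60% with every replicate also reaching 60%; inconclusive = only one of the two criteria is met; inactive = mean below 60% and not all replicates reaching 60%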;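 also: luciferase light reporting Pax8 driven TPO promoter activity; plate controls were median of neutral control wells for no effect and mitoxantrone controls for full effect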
ARNT-TACC3 inh = disruptors of human ARNT/TACC3 interaction | AlphaScreen His-ARNT PAS-B/GST-TACC3 binding, luminescence; TACC3 fragment carries E629A point mutation | inhibition, % at 9.99 µM | 0.66% of 390,000 active | AID 623870;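 active = mean inhibition of replicates at least 50% and at least half of replicates each reaching 50%; inconclusive = half or more replicates reach 50% but mean below 50%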;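 also: 0% = complete ARNT plus TACC3 wells and 100% = ARNT alone without TACC3; many hits fall short of the cut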
* hit, by the source's call; & = joins results of further samples. Hits appear at their usual frequency, and some 4.2% of all compounds hit somewhere here.

Results for N#CCC(=O)Nc1ccc(C(=O)OCC(=O)NC(=O)Cc2ccccc2)cc1 ?
F508del corr: 1.9; EWS-Fli block: 1; INS-1E GSIS act: -8; ERp5 block: 3; Xi reactivation: -0.1; DENV2 CPE rescue: -5; PAX8 inh HTS: 5; ARNT-TACC3 inh: -2

Results for COc1ccc(/C=C/S(=O)(=O)NCc2ccccc2)cc1OC ?
F508del corr: 1.3; EWS-Fli block: -4; INS-1E GSIS act: 26; ERp5 block: -1; Xi reactivation: 0.0; DENV2 CPE rescue: 10; PAX8 inh HTS: 1; ARNT-TACC3 inh: 6

How did Cc1nc2cc(NC(=O)N3c4ccccc4CC3C)ccc2n1C (configuration not stated) do in these assays?
F508del corr: 0.3; EWS-Fli block: 9; INS-1E GSIS act: 28; ERp5 block: 1; DENV2 CPE rescue: 0; ARNT-TACC3 inh: 1

Results for COCCCNC(=O)CCn1nc(-c2ccc(Cl)cc2)ccc1=O ?
F508del corr: -2.7; EWS-Fli block: 0; INS-1E GSIS act: 18; ERp5 block: 4; Xi reactivation: 0.0; DENV2 CPE rescue: -2; PAX8 inh HTS: -2; ARNT-TACC3 inh: 0

What do the screens show for `COc1cc(C=NN2CCCCC2)cc(OC)c1OC`?
F508del corr: 0.9; EWS-Fli block: -6; INS-1E GSIS act: 9; ERp5 block: -11; Xi reactivation: 0.1; DENV2 CPE rescue: 1; PAX8 inh HTS: -3

Results for CCC(=O)Nc1ccc2c(c1)OC[C@@H](C)N(Cc1ccccc1F)C[C@@H](C)[C@@H](OC)CN(C)C2=O ?
F508del corr: 0.6; EWS-Fli block: 0&0; INS-1E GSIS act: 9&-1&-10; ERp5 block: 3&5; Xi reactivation: 0.0&-0.2&-0.1; DENV2 CPE rescue: -1&9; PAX8 inh HTS: -2&-13; ARNT-TACC3 inh: -7

What do the screens show for `COc1ccc(S(=O)(=O)N(C)C[C@H]2Oc3ccc(NC(=O)Cc4ccccc4)cc3C(=O)N([C@H](C)CO)C[C@H]2C)cc1`?
F508del corr: -0.6; EWS-Fli block: 5; INS-1E GSIS act: -16; ERp5 block: -2; Xi reactivation: -1.2; DENV2 CPE rescue: -13; PAX8 inh HTS: 11; ARNT-TACC3 inh: -2

Results for Cn1cccc1-c1cc(C(=O)N/N=C/c2ccc([N+](=O)[O-])cc2)[nH]n1 ?
F508del corr: 2.4; EWS-Fli block: 19; INS-1E GSIS act: -4; ERp5 block: 2; Xi reactivation: 0.1; DENV2 CPE rescue: 3; PAX8 inh HTS: 28; ARNT-TACC3 inh: -6

What do the screens show for `CCS(=O)(=O)Nc1ccc2c(c1)C(=O)N(C)C[C@@H](OC)[C@H](C)CN(C(=O)c1ccc3c(c1)OCO3)[C@@H](C)CO2`?
F508del corr: -2.6; EWS-Fli block: 2; INS-1E GSIS act: 8; ERp5 block: -8; Xi reactivation: 0.4; DENV2 CPE rescue: 1; ARNT-TACC3 inh: -1

What do the screens show for `CC1(C)CC(=O)N(c2ccc(Cl)cc2Cl)C(=O)C1`?
F508del corr: -0.9; EWS-Fli block: 4; INS-1E GSIS act: 1; ERp5 block: 3; Xi reactivation: 0.0; DENV2 CPE rescue: inconclusive; PAX8 inh HTS: -5; ARNT-TACC3 inh: -5

How did CN(c1ccc(C(=O)NCC2CCCO2)cc1)S(C)(=O)=O (configuration not stated) do in these assays?
F508del corr: 1.9; EWS-Fli block: -4; INS-1E GSIS act: -4; ERp5 block: 3; ARNT-TACC3 inh: -16

How did COc1ccc(-c2c[n+](CC(=O)N3c4ccccc4Sc4ccccc43)c3n2CCC3)cc1 do in these assays?
F508del corr: -0.8; EWS-Fli block: 3; INS-1E GSIS act: -41; ERp5 block: 2; Xi reactivation: 0.0; DENV2 CPE rescue: -10; PAX8 inh HTS: 76*; ARNT-TACC3 inh: 5

Two entries picked at random from the list so far, as already listed:
Results for Cn1cccc1-c1cc(C(=O)N/N=C/c2ccc([N+](=O)[O-])cc2)[nH]n1 ?
F508del corr: 2.4; EWS-Fli block: 19; INS-1E GSIS act: -4; ERp5 block: 2; Xi reactivation: 0.1; DENV2 CPE rescue: 3; PAX8 inh HTS: 28; ARNT-TACC3 inh: -6

What do the screens show for `COc1ccc(S(=O)(=O)N(C)C[C@H]2Oc3ccc(NC(=O)Cc4ccccc4)cc3C(=O)N([C@H](C)CO)C[C@H]2C)cc1`?
F508del corr: -0.6; EWS-Fli block: 5; INS-1E GSIS act: -16; ERp5 block: -2; Xi reactivation: -1.2; DENV2 CPE rescue: -13; PAX8 inh HTS: 11; ARNT-TACC3 inh: -2

Carrying on:
Results for COc1ccc(C2C(C(N)=O)=C(C)Nc3nc(-c4ccccc4)nn32)cc1OC (configuration not stated) ?
F508del corr: 2.8; EWS-Fli block: 7; INS-1E GSIS act: 19; ERp5 block: -2; Xi reactivation: 0.2; DENV2 CPE rescue: 1; PAX8 inh HTS: -17; ARNT-TACC3 inh: 7

How did Cc1ccc(OCC(=O)c2ccc(Cl)s2)c([N+](=O)[O-])n1 do in these assays?
F508del corr: 0.6; EWS-Fli block: 10; INS-1E GSIS act: 1; ERp5 block: 2; Xi reactivation: 0.1; DENV2 CPE rescue: 1; PAX8 inh HTS: 16; ARNT-TACC3 inh: 3

What do the screens show for `COc1ccc(NS(=O)(=O)c2ccc3oc(=O)ccc3c2)cc1`?
F508del corr: 1.3; EWS-Fli block: 4; INS-1E GSIS act: -2; ERp5 block: 4; Xi reactivation: -0.1; DENV2 CPE rescue: -5; PAX8 inh HTS: -6

What do the screens show for `COc1cccc(NC(=O)C[C@@H]2CC[C@H]3[C@H](COc4ccc(NC(=O)C5CCCC5)cc4C(=O)N3C)O2)c1`?
F508del corr: 3.2; INS-1E GSIS act: -11; ERp5 block: 0; Xi reactivation: 1.2; DENV2 CPE rescue: -12; PAX8 inh HTS: -4

What do the screens show for `Cn1cnnc1SCC(=O)c1c(N)n(Cc2ccccc2)c(=O)n(C)c1=O`?
F508del corr: -4.6; EWS-Fli block: -9; INS-1E GSIS act: -12; ERp5 block: -1; Xi reactivation: 0.0; DENV2 CPE rescue: 2; PAX8 inh HTS: -35; ARNT-TACC3 inh: 1

How did COc1ccc(NC(=O)CSc2nnc(-c3ccco3)c(-c3ccco3)n2)cc1OC do in these assays?
F508del corr: 0.4; EWS-Fli block: -2; INS-1E GSIS act: -3; ERp5 block: 8; Xi reactivation: 0.1; DENV2 CPE rescue: -2; PAX8 inh HTS: 3

How did C=CCOc1ccc(/C=N/NC(=O)CC(=O)NC2CCCCC2)cc1 do in these assays?
F508del corr: 3.2; EWS-Fli block: -2; INS-1E GSIS act: -2; ERp5 block: -2; Xi reactivation: 0.0; DENV2 CPE rescue: 1; PAX8 inh HTS: -4

How did COC(=O)CSc1ncnc2c1cnn2-c1ccc(C)cc1C do in these assays?
F508del corr: -3.0; EWS-Fli block: 0; INS-1E GSIS act: -7; ERp5 block: 0; Xi reactivation: 0.1; DENV2 CPE rescue: 2; PAX8 inh HTS: -12; ARNT-TACC3 inh: 0

Results for Cc1nc2ccc(C(=O)NCCCn3ccnc3)cn2c1N(C)CC1CCCCC1 ?
F508del corr: -0.3; EWS-Fli block: -6; ERp5 block: -1; Xi reactivation: 0.1; DENV2 CPE rescue: 2; PAX8 inh HTS: 4

What do the screens show for `O=C(NCc1ccccn1)c1ccc2c(=O)n3nc(Nc4ccccc4)sc3nc2c1`?
F508del corr: -1.6; EWS-Fli block: -7; INS-1E GSIS act: 8; ERp5 block: -1; Xi reactivation: 0.0; DENV2 CPE rescue: 0; PAX8 inh HTS: 14; ARNT-TACC3 inh: 3

What do the screens show for `COc1cc(C(=O)OCC(=O)NCCC2=CCCCC2)ccc1OCC(C)C`?
F508del corr: 3.1; EWS-Fli block: 1; INS-1E GSIS act: -24; ERp5 block: -5; Xi reactivation: 0.2; DENV2 CPE rescue: 0; PAX8 inh HTS: -1; ARNT-TACC3 inh: 1

What do the screens show for `COc1ccc(C(=O)O)cc1NC(=S)NC(=O)C(c1ccccc1)c1ccccc1`?
F508del corr: -2.5; EWS-Fli block: 12; INS-1E GSIS act: 5; ERp5 block: 2; Xi reactivation: 0.0; DENV2 CPE rescue: -8; PAX8 inh HTS: 17; ARNT-TACC3 inh: -2

What do the screens show for `C[C@H](CO)N1C[C@H](C)[C@@H](CN(C)C(=O)Nc2ccc(F)cc2)Oc2ccc(NC(=O)CCN3CCOCC3)cc2C1=O`?
F508del corr: 1.5; EWS-Fli block: -2; INS-1E GSIS act: 17; ERp5 block: -4; Xi reactivation: -0.1; DENV2 CPE rescue: 3; PAX8 inh HTS: -12; ARNT-TACC3 inh: 0

How did CC(C(=O)NC1CCS(=O)(=O)C1)N1C(=O)/C(=C/c2ccc(Cl)cc2)SC1=S (configuration not stated) do in these assays?
F508del corr: -0.7; EWS-Fli block: -7; INS-1E GSIS act: -11; ERp5 block: 7; Xi reactivation: 1.2; DENV2 CPE rescue: 2; PAX8 inh HTS: -11; ARNT-TACC3 inh: -1

How did CCOC(=O)[C@]12CCC=C1N(Cc1cccc3ccccc13)C(=O)[C@H](CC(=O)NCCC(C)C)C2 do in these assays?
F508del corr: 3.1; EWS-Fli block: 9; INS-1E GSIS act: -16; ERp5 block: -3; Xi reactivation: 0.8; DENV2 CPE rescue: 4; PAX8 inh HTS: -1

What do the screens show for `CC(=O)Nc1ccc(Oc2ccc(S(=O)(=O)N3CCCC3)cn2)cc1`?
F508del corr: -5.1; EWS-Fli block: -8; INS-1E GSIS act: 0; ERp5 block: 2; Xi reactivation: 0.1; DENV2 CPE rescue: 7; PAX8 inh HTS: -6; ARNT-TACC3 inh: -3

Results for Fc1ccc(CNC(=S)NC2CCCC2)cc1 ?
F508del corr: -1.1; EWS-Fli block: 7; INS-1E GSIS act: -5; ERp5 block: 6; Xi reactivation: 0.3; DENV2 CPE rescue: -1; PAX8 inh HTS: 11; ARNT-TACC3 inh: 3

Results for COc1ccc(C2NC(=O)C(C#N)=C(S)N2c2cccc(C)c2)cc1OC (configuration not stated) ?
F508del corr: -1.6; EWS-Fli block: 9; INS-1E GSIS act: -33; ERp5 block: 3; Xi reactivation: 0.0; DENV2 CPE rescue: -10; PAX8 inh HTS: -10; ARNT-TACC3 inh: -2

What do the screens show for `CCCN(C(=O)CSc1ncnc2sccc12)c1c(N)n(Cc2ccccc2)c(=O)[nH]c1=O`?
F508del corr: -2.2; EWS-Fli block: 3; ERp5 block: 3; Xi reactivation: -1.0; DENV2 CPE rescue: 5; PAX8 inh HTS: 4; ARNT-TACC3 inh: 2

How did COc1ccc(NC(=O)CC(C)CC(=O)NCc2ccccc2)c(OC)c1 (configuration not stated) do in these assays?
F508del corr: 0.6; EWS-Fli block: 8; INS-1E GSIS act: 3; ERp5 block: -2; Xi reactivation: 0.0; DENV2 CPE rescue: -4; PAX8 inh HTS: 6; ARNT-TACC3 inh: -5

Results for CC(=C/C(=O)O)/C(=C/c1ccccc1)C(=O)O ?
INS-1E GSIS act: 5; Xi reactivation: -0.1; PAX8 inh HTS: 7; ARNT-TACC3 inh: -20

How did COc1ccccc1NS(=O)(=O)c1cccc(C(=O)NCC(c2ccc(F)cc2)N2CCOCC2)c1 (configuration not stated) do in these assays?
F508del corr: -2.1; EWS-Fli block: -10; INS-1E GSIS act: -21; ERp5 block: 0; Xi reactivation: 0.0; DENV2 CPE rescue: 2; PAX8 inh HTS: 9; ARNT-TACC3 inh: -2
